CHRM4 agonist: agonists of human muscarinic M4 receptor (CHRM4). P08173. CHO-K1 hM4/Gqi5, Fluo-8 calcium fluorescence; vehicle 0%, full acetylcholine response 100%. activation, % at 3 µM. hit rate 0.14% among 360,000. AID 624127;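 active means activation above the run mean over all test wells plus 3 SD, cut at about 32% in these data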;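 further: peak over basal fluorescence ratio per well then scaled between controls; 0% = DMSO wells and 100% = acetylcholine at EC100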
Target sequence (P08173 whole entry, looked up): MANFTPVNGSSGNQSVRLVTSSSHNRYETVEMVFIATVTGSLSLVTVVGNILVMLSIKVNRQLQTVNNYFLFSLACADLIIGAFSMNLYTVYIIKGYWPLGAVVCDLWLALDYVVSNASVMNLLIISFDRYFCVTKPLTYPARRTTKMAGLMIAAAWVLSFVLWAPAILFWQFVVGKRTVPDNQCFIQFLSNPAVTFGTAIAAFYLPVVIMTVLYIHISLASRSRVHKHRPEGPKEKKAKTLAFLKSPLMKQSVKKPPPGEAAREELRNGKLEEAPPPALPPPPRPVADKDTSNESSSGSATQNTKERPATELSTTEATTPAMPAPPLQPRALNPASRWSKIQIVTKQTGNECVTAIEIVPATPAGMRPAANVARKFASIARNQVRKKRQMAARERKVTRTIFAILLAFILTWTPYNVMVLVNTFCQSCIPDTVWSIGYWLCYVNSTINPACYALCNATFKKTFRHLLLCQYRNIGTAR
CHRM1 PAM: human CHRM1 positive allosteric modulation | CHO-K1 hM1, Fluo-8 calcium fluorescence, ACh EC20; 0% = ACh EC20, 100% = maximal ACh | activation, % at 3 µM | hit rate 0.088% among 360,000; in the data active means activation above about 19%, passing the limit was not always enough
M5 ag: CHRM5 agonism in calcium assay. P08912. hit rate 0.19% among 360,000. AID 624037. activation, % at 3 µM. CHO-K1 hM5 cells, Fluo-8 calcium fluorescence; 0% DMSO wells, 100% maximal acetylcholine response;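 active means activation above the run's mean over test compounds plus 3 SD, cut at about 23% in these data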;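 further: signal is peak over basal fluorescence ratio across the kinetic read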
TAAR1 agonist: agonists of human TAAR1; hit rate 0.99% among 360,000; activation, % at 3 µM; CHO RD-HGA16 TAAR1, Fluo-8 calcium fluorescence; vehicle wells 0%, saturating PEA agonist 100%; Q96RJ0;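 active means activation above the mean activation of all test compounds in the run plus 3 SD, cut at about 38% in these data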
Target sequence (Q96RJ0 whole entry, looked up): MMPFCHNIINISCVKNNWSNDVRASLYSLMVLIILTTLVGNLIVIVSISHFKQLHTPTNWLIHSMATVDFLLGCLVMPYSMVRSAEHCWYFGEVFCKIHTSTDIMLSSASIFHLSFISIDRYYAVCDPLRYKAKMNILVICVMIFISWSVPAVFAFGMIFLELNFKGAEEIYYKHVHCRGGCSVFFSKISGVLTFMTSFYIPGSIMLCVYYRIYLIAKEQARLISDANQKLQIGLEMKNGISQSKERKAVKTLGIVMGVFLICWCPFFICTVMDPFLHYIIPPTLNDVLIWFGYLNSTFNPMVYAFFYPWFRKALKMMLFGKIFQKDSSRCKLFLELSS
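Test system: RD-HGA16 (CHO) cells co-expressing Gα16 and hTAAR1; dosing: one-point dosing at 3 µM (nominal); timing: 17-24 h seeding, 75 min 37 °C dye, 30 min RT; signal: kinetic Fluo-8 calcium fluorescence; read-out basis: % activation relative to PEA EC100 response; controls: DMSO and PEA EC100; replicates: n 1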
CHRM5 antagonist: CHRM5 antagonism in calcium assay; inhibition, % at 3 µM; hit rate 0.59% among 360,000; P08912; CHO-hM5 cells, Fluo-8 calcium fluorescence, ACh EC80;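 active means inhibition above a per-plate cutoff, the mean of that plate's test compounds plus 3 SD, cut at about 27% in these data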;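 further: 0% = acetylcholine EC80 with DMSO and 100% = DMSO without agonist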
CHRM1 agonist: agonists of human M1 muscarinic receptor; activation, % at 3 µM; P11229; CHO-K1 hM1, Fluo-8 calcium fluorescence, agonist mode; 0% DMSO, 100% acetylcholine EC100; AID 588814; hit rate 0.33% among 360,000;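 active means activation above the run's mean compound activation plus 3 SD, cut at about 16% in these data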;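 further: peak over basal fluorescence ratio within a 140 s kinetic read after compound addition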
M1 antag: human CHRM1 antagonism; P11229; CHO-K1 hM1, Fluo-8 calcium fluorescence, ACh EC80 antagonist; inhibition, % at 3 µM; hit rate 1.3% among 360,000; AID 588852;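 active means percent inhibition above its own plate's cutoff, namely the mean of that plate's compound wells plus 3 SD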;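 further: peak over basal fluorescence ratio during 140 s after agonist addition; 0% = ACh EC80 plus DMSO and 100% = DMSO alone without agonist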
M4 antag: antagonists of human muscarinic M4 receptor (CHRM4) | P08173 | CHO-hM4 cells, ACh EC80, Fluo-8 calcium fluorescence | inhibition, % at 3 µM | hit rate 0.73% among 360,000;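 active means inhibition above its plate's cutoff, the mean inhibition of sample wells plus 3 SD, cut at about 27% in these data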;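 further: 0% = acetylcholine EC80 with DMSO and 100% = DMSO without agonist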
CHRM5 PAM: potentiates acetylcholine response at human M5 receptor | hit rate 0.3% among 360,000 | activation, % at 3 µM | CHO-K1 hM5, Fluo-8 calcium, ACh EC20 PAM; 0% = ACh EC20, 100% = ACh EC100 | P08912 | AID 624038;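 active means activation above the run cutoff, the mean activation of all test compounds plus 3 SD, cut at about 18% in these data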
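system = human M5 receptor in CHO-K1 cells | compound = one concentration, 3 µM final (nominal) | schedule = Post-acetylcholine fluorescence recording 140 s | signal = Fluo-8 calcium dye fluorescence, kinetic read | benchmarks = low control EC20 acetylcholine (0%), high control EC100 acetylcholine (100%) | repeats = singlicate, one well per test compound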
Active calls of the source: *; . = no result given.

SMILES	CHRM4 agonist	CHRM1 PAM	M5 ag	TAAR1 agonist	CHRM5 antagonist	CHRM1 agonist	M1 antag	M4 antag	CHRM5 PAM
C[C@H](CO)N1C[C@H](C)[C@H](CN(C)C(=O)Nc2ccc(C(F)(F)F)cc2)Oc2ncc(-c3cccnc3)cc2C1=O	0	-5	-1	4	14	-6	16	0	-4
O=C(Nc1ccc(N2CCCCC2)c(C(=O)O)c1)c1ccco1	1	16	3	0	5	3	-19	-4	0
NC(=O)NCCCC(=O)NCC(c1ccccc1Cl)c1c[nH]c2ccccc12 (centres undefined)	0	4	0	5	5	-7	-8	-4	3
O=c1cnnc(N/N=C/c2c[nH]c3ccccc23)[nH]1	0	9	-4	11	-2	-7	-8	-13	7
CCN(CC)CCn1c2c(c(SCC(=O)Nc3nc4ccccc4s3)nc1=O)CCCC2	1	-21	-9	2	4	-8	42*	-6	-12
O=S(=O)(c1ccccc1F)N1CCN(Cc2cc3c(cc2Br)OCCO3)CC1	0	2	-2	10	12	-5	1	3	-3
CCOc1ccccc1NC(=O)CSc1nc(=O)n(Cc2ccncc2)c2c1CCC2	3	6	-1	0	5	-8	-16	-12	-6
Cc1ccc(NC(=O)Nc2ccc(Cl)cc2)c(Br)c1	4	-3	-3	5	-5	-10	3	3	-6
CCN(CC)S(=O)(=O)c1ccc(C(=O)OCC(=O)Nc2sc3c(c2C#N)CCCCC3)cc1	1	1	-3	1	-2	-8	-4	5	-4
CC1=NNC(=O)C1CCC(=O)N/N=C(/C)c1ccc([N+](=O)[O-])cc1 (centres undefined)	1	15	0	0	-2	-5	-6	-1	9
Cc1onc(-c2c(F)cccc2Cl)c1C(=O)ONC(=O)c1ccccc1	1	1	0	1	-4	-2	-2	0	2
O=S1(=O)CCOC[C@H](CC2CCCCC2)N1Cc1cccc(C(F)(F)F)c1	0	14	-1	-2	12	4	-8	-1	-5
CCOC(=O)C1CCC(=O)N1Cc1c[nH]c2ccccc12 (centres undefined)	1	7	2	2	-6	0	-1	6	-1
Cc1ccc(S(=O)(=O)N2C(=O)CCC2C(=O)O/N=C(\N)c2cccc([N+](=O)[O-])c2)cc1 (centres undefined)	2	4	-2	-1	8	-2	-9	7	-1
CCCS(=O)(=O)c1c(S(=O)(=O)CCC)c2c(N)cccn2c1C(=O)c1ccccc1	0	-8	-1	7	6	-2	14	10	0
Cc1cc(NC(=O)NC(=O)c2ccccc2F)no1	1	1	-1	1	6	-1	2	8	-3
C/C(=N\NC(N)=S)C12CC3CC(CC(C3)C1)C2	0	-1	3	19	-8	-2	4	0	8
O=C(/C=C/c1ccco1)Nc1nc(-c2ccccc2)cs1	3	8	0	1	15	-8	-9	-1	-8
CCC(C)N(C(=O)c1csnn1)C(C(=O)NC(C)(C)C)c1ccccc1 (centres undefined)	0	1	-5	0	-8	-4	-18	-12	-2
CC(C)(CNC(=O)Cc1ccc(Cl)cc1Cl)N1CCOCC1	0	-1	-3	-2	8	-11	5	2	1
CC[C@]12c3[nH]c4ccc(Cl)cc4c3CCN1C(=O)[C@@H](CC(=O)NCc1ccc(OC)c(OC)c1)C[C@@H]2C(=O)N1CCN(C(=O)c2ccco2)CC1	0	5	-2	2	3	-11	-12	1	-2
COC(=O)c1ccnc(/C=N/O)c1	1	-1	1	7	15	-6	-2	7	-5
COc1ccccc1N1CCN(C(=O)Cn2nnc(-c3ccncc3)n2)CC1	1	4	2	11	-4	-5	-2	-2	9
COCCCn1c(-c2cccc(Cl)c2)nc2c1c(=O)[nH]c(=O)n2Cc1ccccc1	1	6	-2	2	0	-4	-2	-3	5
COc1ccc(COC(=O)C2=C(C)NC(=O)NC2c2ccc(OC)c(OC)c2)cc1 (centres undefined)	2	18	1	4	2	4	-10	-5	-2
Cc1ccccc1C(=O)N1CCC(C(=O)N(CC(C)C)c2c(N)n(Cc3ccccc3)c(=O)[nH]c2=O)CC1	2	16	5	1	1	-1	-17	-11	1
COc1ccc(S(=O)(=O)N2CCC(C(=O)NCCc3ccc(OC)c(OC)c3)CC2)cc1	1	1	-1	1	-2	-4	-16	-6	-3
Cc1nnc(NC(=O)CCC(=O)NCc2ccco2)s1	0	13	4	0	-4	-1	-8	5	2
COCCN(CC(=O)NC1CCCCC1)C(=O)/C=C/C(=O)c1ccc(OC)cc1O	2	6	3	9	12	1	9	18	10
CN(C(=O)COc1ncnc2sccc12)C1CCCCC1	1	4	3	-1	-2	-6	-6	-10	-5
Cc1ccc2ncccc2c1N	2	10	5	1	-5	-3	-9	-16	7
CNC(=O)NC(=S)NC(=O)c1cccc(Cl)c1	0	-1	-2	10	8	-4	1	3	-6
Cc1oc(-c2cccc(Cl)c2)nc1CN1CCC(C(=O)NCCCN2CC(C)CC(C)C2)CC1 (centres undefined)	3	-2	-9	.	-6	-6	3	-2	3
COC(=O)c1ccc(C(=O)N(Cc2ccccc2)c2ccccc2)cc1	1	6	-6	6	-3	-2	3	-1	-9
Cc1ccc(NS(=O)(=O)c2ccc(OCC(=O)NCc3ccco3)cc2)cc1	6	1	10	40*	3	7	-7	-1	-3
CC(C)N(CC(N)=O)C(=O)Cc1coc2cc3c(cc12)CCC3	1	8	-4	5	-1	-5	-12	-1	1
c1ccc(-c2cc(-c3ccccc3)on2)cc1	-1	16	-1	3	12	-3	-21	-3	-1
COc1ccc(N2CCN(C(=O)c3ccc(C)c(Cl)c3)CC2)cc1	1	7	-1	3	-1	-4	4	2	-4
CCN(Cc1ccncc1)C(=O)c1cccs1	0	1	0	17	0	-7	-5	3	3
COc1ccccc1Cc1c(-c2ccc(OC)c(OC)c2)nc2ccc(Cl)cn12	2	-1	-1	0	-3	-3	4	-5	3
COc1ccccc1-c1cnn2c(NCc3ccccc3)cc(C)nc12	0	-6	-7	2	11	-7	2	1	-6
CCOc1ccc2nc(NC(=O)CSc3ccc(Cl)cc3)sc2c1	0	-3	0	4	3	-1	3	7	7
Cc1ccc(C(=O)N/C(=C/c2cn(-c3ccccc3)nc2-c2ccccc2)C(=O)O)cc1	1	16	7	0	3	-3	-18	0	20*
Cc1nc2ccccc2n1CC(O)COCC1CC=CCC1 (centres undefined)	15	2	5	0	7	0	-7	13	-10
CC1CN(S(=O)(=O)c2cccc(C(=O)Nc3ccc4c(c3)CCC4)c2)CC(C)O1 (centres undefined)	2	-11	-4	-3	12	-10	14	-2	-7
COc1cc(C(=O)NCc2nnc(SCC(=O)N3CCCCCC3)o2)cc(OC)c1OC	0	20	-4	2	12	1	-13	7	3
CCOC(=O)C1CCN(Cc2ccc(F)c(F)c2)CC1	1	-1	1	5	-4	-6	1	6	4
O=C(CN1CCCC1)Nc1ccccc1Sc1ccc(Cl)cc1	6	-19	-15	21	7	-5	21	-20	-1
CCOC(=O)C1(CCOc2ccccc2)CCN(Cc2nccn2CC)CC1	1	-27	-9	4	4	-10	27*	9	-10
Cc1ncn2cc(-c3ccc(Cl)cc3Cl)[nH]c(=O)c12	1	-1	-2	0	0	-4	1	-4	-1
(next part)
SMILES	CHRM4 agonist	CHRM1 PAM	M5 ag	TAAR1 agonist	CHRM5 antagonist	CHRM1 agonist	M1 antag	M4 antag	CHRM5 PAM
CCOc1ccc(S(=O)(=O)N(C)c2ccc(OCC(=O)N3c4ccc(C)cc4C4CN(C)CCC43)cc2)cc1 (centres undefined)	2	-8	-5	6	2	-3	6	0	-3
Cc1onc(-c2ccccc2)c1NC(=O)N(CCC(=O)O)Cc1ccccc1	1	4	-4	0	13	-2	2	-13	-11
COc1cccc(NC(=O)CN(C)C(=O)c2ccc(-c3cccc(C(F)(F)F)c3)o2)c1	1	6	1	7	6	-1	-16	-2	-2
CCS(=O)(=O)c1nc2ccccc2n1CC(=O)N1CCCCC1	1	2	-4	4	5	-3	-14	-3	-1
CC(C)(C)OC(=O)N1CCC[C@H]1c1nnc(SC/C=C/c2ccccc2)o1	7	-7	-1	10	6	-3	5	13	-12
Brc1ccc2c(c1)C(C1=NCCN1)c1ccccc1CS2 (centres undefined)	3	-17	-5	3	12	-9	20	5	-13
CCc1nc(SCC(=O)Nc2cc(C)ccc2OC)c2c(C)c(C)sc2n1	2	2	0	1	8	0	7	-10	0
CCOc1ccc(S(=O)(=O)NCc2ccccc2)cc1C(N)=O	5	1	1	2	3	-4	9	6	-3
O=c1c2cc(NC(=S)NCc3ccccn3)ccc2nc2n1CCCCC2	4	18	2	1	7	-1	-21	4	0

Assay outcomes as filed in PubChem.

Only part of the results is shown; count on the stated rates, not on these rows.
